TbHK1 inh – blocks Trypanosoma brucei hexokinase 1 activity; recombinant TbHK1, G6PDH-coupled NADH A340; inhibition, % at 10 µM; 220,000 compounds, 0.11% hits; AID 1430;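 active means inhibition of 50% or more in the single-dose primary screen; inactive means inhibition below 50%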
zfTRPN1 agonist – activates the zebrafish TRPN1 channel | HEK293 zebrafish TRPN1-YFP, Fluo-8 calcium fluorescence; 100% = response to 87 µM carbachol | activation, % at 3 µM | 220,000 compounds, 0.18% hits | AID 1424;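 active means activation above its plate's cutoff, the mean activation of test wells on that plate plus 3 SD, cut at about 19% in these data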;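 further: 0% = DMSO alone and 100% = 87 µM carbachol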
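Control set: carbachol 87 µM as high control, DMSO as low control; system: HEK293 stable line with zebrafish TRPN1-YFP; read-out: % activation versus carbachol response; detection: intracellular calcium fluorescence with Fluo-8; doses: single test compound dose, 3 µM nominal, 0.3% DMSO; schedule: dye 1 h 37 °C plus 30 min RT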
KCC2 mod – modulators of human KCC2 chloride dependent transport. Q9H2X9. KCC2 cells, thallium flux FluoZin-2 fluorescence. B-score of Tl+ flux slope (higher = more flux/activation; lower = inhibition) at 10 µM. 190,000 compounds, 2.2% hits;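 active means thallium flux slope and its plate-corrected score both differing from the plate sample mean at a set confidence after two filtering rounds, in either direction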;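 further: slope of fluorescence scaled to starting intensity during 10 to 20 s after thallium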
PPC-1+TRAIL kill – PPC-1 cancer cell killing with TRAIL present | PPC-1 cells + TRAIL, ATPLite viability luminescence | cell killing (% activity), % at 4 µM | 220,000 compounds, 0.41% hits | AID 1443;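 active means cell killing above 50% in the first pass at 4 µM, then a duplicate retest at 5 µM averaging 50% or more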;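 further: plate controls were cells with TRAIL plus DMSO for no effect and medium-only wells lacking cells for full effect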
EBV gp42 inh – blocks Epstein-Barr virus glycoprotein 42 binding. inhibition, % (tested at 21.74 µM). Q1HVG2. AID 1085. Fluorescence polarization binding assay, mP read-out. 220,000 compounds, 0.42% hits; in the data active means inhibition above about 50%
Target sequence (Q1HVG2 whole entry, looked up): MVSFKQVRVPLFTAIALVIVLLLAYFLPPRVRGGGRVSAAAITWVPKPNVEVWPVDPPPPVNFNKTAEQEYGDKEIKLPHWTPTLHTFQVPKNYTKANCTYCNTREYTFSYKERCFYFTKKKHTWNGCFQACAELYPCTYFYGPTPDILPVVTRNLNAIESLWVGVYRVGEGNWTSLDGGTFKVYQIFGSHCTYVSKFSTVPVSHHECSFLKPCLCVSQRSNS
Thrombin inh – blocks human thrombin protease activity. P00734. alpha-thrombin, Boc-VPR-AMC fluorogenic substrate cleavage. inhibition, % at 5 µM. 220,000 compounds, 0.26% hits. AID 1046;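 active means inhibition at or above 40%; inactive means inhibition below 40%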;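 further: 0% = enzyme with no compound and 100% = wells without enzyme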
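signal = AMC fluorescence, 355/460 nm | material = human alpha-thrombin enzyme | control set = enzyme without compound as high, wells lacking enzyme as low | times = reaction at room temperature | read-out basis = percent inhibition scaled between no-compound controls and no-enzyme blanks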
Calpain2 inh – calpain II (pig) inhibition; purified calpain II, fluorogenic peptide substrate, 30 min; inhibition, % at 16 µM; 220,000 compounds, 0.37% hits; AID 1236;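 active means inhibition above about 50%, limit read from the data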
TRPML3 ag – activates the human TRPML3 channel; HEK293 TRPML3-YFP, Fluo-8 calcium fluorescence; 100% = the carbachol control signal; activation, % at 3 µM; 220,000 compounds, 0.29% hits;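 active means activation above its plate's cutoff, the mean activation of the plate's test wells plus 3 SD, cut at about 12% in these data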;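 further: 0% = DMSO only wells and 100% = carbachol wells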
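system = HEK293 cells stably carrying human TRPML3-YFP | doses = one concentration, 3 µM nominal, 0.3% DMSO | timing = dye loading 1 h 37 °C then 30 min ambient, 125 s read | detection = Fluo-8 calcium dye fluorescence, ex 470-495, em 515-575 nm | benchmarks = high control carbachol 87 µM, low control DMSO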
Furin inhibitor – inhibitors of human furin | purified furin, fluorogenic substrate cleavage | inhibition, % at 30 µM | 220,000 compounds, 0.061% hits | AID 463115; in the data active means inhibition above about 25%; further: inactives centre near -15
Target sequence (P09958 108-714 limits assumed): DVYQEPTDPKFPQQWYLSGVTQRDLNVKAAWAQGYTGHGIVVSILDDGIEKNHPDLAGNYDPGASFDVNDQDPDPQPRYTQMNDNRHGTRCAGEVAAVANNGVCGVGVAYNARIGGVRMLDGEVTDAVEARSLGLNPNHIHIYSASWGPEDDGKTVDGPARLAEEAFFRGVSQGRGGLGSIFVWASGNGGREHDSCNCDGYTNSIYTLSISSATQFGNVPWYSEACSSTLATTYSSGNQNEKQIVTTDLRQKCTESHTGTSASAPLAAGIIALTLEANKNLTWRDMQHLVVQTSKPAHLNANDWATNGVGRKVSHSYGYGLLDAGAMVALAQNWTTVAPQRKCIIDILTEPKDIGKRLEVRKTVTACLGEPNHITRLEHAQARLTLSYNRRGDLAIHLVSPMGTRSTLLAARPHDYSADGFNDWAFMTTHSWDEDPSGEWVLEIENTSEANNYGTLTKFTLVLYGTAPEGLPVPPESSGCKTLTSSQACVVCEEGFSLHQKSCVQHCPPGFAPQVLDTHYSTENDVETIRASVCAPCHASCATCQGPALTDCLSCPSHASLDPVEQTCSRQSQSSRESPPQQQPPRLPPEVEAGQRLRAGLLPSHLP
Starred values were filed as active, the others as inactive; / = not tested or not shown; [ ] = another dose, or the depositor's remark. Hits appear at their usual frequency (roughly 3.6% active in at least one column).

canonical_smiles	TbHK1 inh	zfTRPN1 agonist	KCC2 mod	PPC-1+TRAIL kill	EBV gp42 inh	Thrombin inh	Calpain2 inh	TRPML3 ag	Furin inhibitor
O=C(O)CCC(=O)N1CCc2cc(S(=O)(=O)NCc3cccs3)ccc21	-2.6	0.2	/	14.8	2.1	-7.4	22.3	0.3	-23.8
CC1CCCN(Cc2nc3c(c(=O)n(C)c(=O)n3C)n2CCc2ccccc2)C1 (centres undefined)	-6.4	-0.4	0.729	-7.4	-13.1	-9.5	-8.9	-0.2	-20.8[20 µM]
COCCNS(=O)(=O)c1ccccc1	-2.9	0.1	0.402	-9.4	-16.8	-1.3	-21.9	0.5	-12.4[20 µM]
Cn1c(C(=O)O)cc2c(=O)n3ccccc3nc21	-32.1	1.1	-0.39	-4.1	-9.7	3.5	-318.2	1.2	-64.2
Fc1ccccc1-c1csc(=Nc2cccnc2)n1CCCn1ccnc1	-3.4	1.4	-0.612	-2.8	8.8	-4.6	-7.4	0.0	-7.1
O=C(Nc1cccc2nsnc12)c1cccnc1Cl	-9.5	1.2	0.0438	10.4	-21.2	-0.3	-62.0	0.7	-0.6
O=C(O)CC1NC(=O)N(c2ccccc2)C1=O (centres undefined)	-0.7	-0.5	-0.925	19.6	-8.0	-9.9	14.2	0.9	-21.1[20 µM]
Cc1ccc(/C=C/C(=O)Nc2ccc(S(N)(=O)=O)cc2)o1	-46.4	3.6	0.794	19.1	-16.4	-6.5	-36.0	1.0	-11.5
CCCCC(=O)NC(N1CCCCC1)C(Cl)(Cl)Cl (centres undefined)	2.6	-0.1	-0.505	-21.5	-14.7	5.3	28.0	0.3	-10.2[20 µM]
CC(=O)Nc1ccc(NC(=O)C(C)OC(=O)c2ccccc2Sc2ccccc2C#N)cc1 (centres undefined)	-7.8	1.2	1.22	6.1	-83.0	-6.2	14.8	0.1	-21.9
Cc1cccc2cc(CN(CC3CCCO3)C(c3nnnn3Cc3ccco3)C(C)C)c(=O)[nH]c12 (centres undefined)	-10.4	-1.0	0.781	3.2	-4.2	-6.0	3.0	0.2	-4.2
O=C1C2CC=CCC2C(=O)N1c1ccc(Cc2ccncc2)cc1 (centres undefined)	-3.8	8.0	-0.769	16.9	4.5	-5.6	17.5	1.9	-15.1[20 µM]
CCN1C(=O)C(C)S/C1=N\S(=O)(=O)c1ccc(Cl)s1 (centres undefined)	5.2	-0.9	/	2.9	-16.4	0.7	23.2	0.6	-21.2
CCO[C@@H]1OC(C(=O)N2CCN(C)CC2)=C[C@H](c2coc3ccccc3c2=O)[C@H]1CCCO	4.7	1.0	-0.646	7.6	-6.5	-2.6	6.1	0.2	-15.3
Cc1ccc(C(=O)N2CCCC2)c(F)c1F	23.7	-1.4	1.4	-5.0	-7.5	-0.1	20.9	0.1	-15.9[20 µM]
Cc1c(C(=O)N2CCCCC2)nn(-c2ccc(Cl)cc2)c(=O)c1C#N	-11.8	-1.9	-2.64	-3.8	-3.3	-7.0	-28.4	-0.7	-11.4
O=C(NCCc1c[nH]c2ccccc12)c1cc2ccccc2oc1=O	-7.7	-0.9	-2.84	-3.4	10.8	-7.9	20.4	0.5	-13.3
COc1cccc(N(CC(=O)N2CCN(C)CC2)S(=O)(=O)c2ccccc2)c1	2.2	1.1	-0.233	6.7	-18.0	-2.4	-16.7	0.9	-19.6
CC(C)CCNC(=O)C(c1ccc(O)cc1)N(Cc1cccs1)C(=O)C1COc2ccccc2O1 (centres undefined)	23.9	-0.1	-0.994	-9.4	-7.8	-6.5	-29.0	0.9	-26.8
CCCOC(=O)c1ccc(NC(=O)c2ccccc2OC)cc1	10.9	0.3	-1.52	5.2	-10.4	-10.8	40.2	0.5	-5.5
CCC1CCc2sc(C(=O)O)cc2C1 (centres undefined)	16.6	0.1	/	6.5	-7.0	-9.4	-51.7	0.4	-13.8
S=c1nc(C2CCCCC2)[nH][nH]1	2.1	1.3	/	14.3	-13.2	-1.5	-8.7	0.4	-19.8[20 µM]
O=C(CNC(=S)N(Cc1ccccc1Cl)C1CCCC1)NCCCN1CCOCC1	-3.2	-0.5	0.27	15.4	-1.7	-5.8	-12.4	-0.3	-28.9
O=C(CN1CCOCC1)Nc1ncc(Cc2cccc(Cl)c2)s1	-10.7	0.4	-0.932	2.2	-0.8	-8.5	-7.7	0.6	-19.7
Cc1oc(C(C)(C)C)c(CN2CCCC2)c1C(=O)O	0.1	0.4	0.648	-9.6	-4.7	2.5	-10.8	-0.1	-1.9

Two compounds drawn at random from the list so far, as already listed:
canonical_smiles	TbHK1 inh	zfTRPN1 agonist	KCC2 mod	PPC-1+TRAIL kill	EBV gp42 inh	Thrombin inh	Calpain2 inh	TRPML3 ag	Furin inhibitor
CCO[C@@H]1OC(C(=O)N2CCN(C)CC2)=C[C@H](c2coc3ccccc3c2=O)[C@H]1CCCO	4.7	1.0	-0.646	7.6	-6.5	-2.6	6.1	0.2	-15.3
CCCOC(=O)c1ccc(NC(=O)c2ccccc2OC)cc1	10.9	0.3	-1.52	5.2	-10.4	-10.8	40.2	0.5	-5.5

(cont.)
canonical_smiles	TbHK1 inh	zfTRPN1 agonist	KCC2 mod	PPC-1+TRAIL kill	EBV gp42 inh	Thrombin inh	Calpain2 inh	TRPML3 ag	Furin inhibitor
O=C(CCN1C(=O)C2C3C=CC(C4CC34)C2C1=O)Oc1ccccc1 (centres undefined)	-1.2	0.3	-0.762	10.1	-6.5	-5.4	26.6	1.4	0.1
CC(=O)Nc1ccc(N=Nc2c(C)[nH]n(C(N)=S)c2=O)cc1	-20.9	0.9	0.121	-2.7	-31.1	-3.7	-6.0	0.7	-2.5
Cc1ccc(NC(=O)COC(=O)CSC(=S)N2CCOCC2)cc1	-0.2	-0.2	0.0294	-5.5	16.2	-0.7	-11.4	0.7	-32.0
Cc1ccccc1S(=O)(=O)Cc1ccc(C(=O)N2CCN(c3cccc(C)c3C)CC2)o1	-1.3	-0.4	-0.306	22.9	-17.2	3.0	11.1	-0.8	-7.6
COC(=O)c1c(NC(=O)Cn2cnc([N+](=O)[O-])n2)sc2c1CCC(C)C2 (centres undefined)	12.7	0.6	-0.158	2.9	-0.3	-1.0	20.8	0.4	-10.6
COCC(C)n1c(C)cc(C(=O)COC(=O)CN=C2NS(=O)(=O)c3ccccc32)c1C (centres undefined)	-5.2	0.7	-0.344	9.5	-23.7	-2.3	-1.0	0.5	-14.3
CCOC(=O)Cn1c(C(=O)OCC)cc2sccc21	-1.1	-1.3	0.0364	-6.3	0.6	11.5	14.4	-0.2	-9.7
Cc1ccccc1OCC(=O)NCCc1nc2ccccc2[nH]1	-2.2	0.3	-0.0695	5.2	-5.9	-3.1	0.0	0.3	-11.9
Cc1cc(C)nc(N(C#N)CCOc2ccc(Cl)cc2)n1	2.2	-1.3	-1.58	9.4	-13.4	6.3	-2.2	-0.8	-13.6[20 µM]
CCOC(=O)CSC1=C(C#N)C(c2ccc(C)cc2)C2=C(CCCC2=O)N1 (centres undefined)	-25.9	0.1	-0.0692	-11.4	-13.8	-12.6	-51.1	-0.8	-24.9
O=[N+]([O-])c1ccccc1CN1CCN(Cc2c[nH]c3ccccc23)CC1	9.6	0.3	-0.0709	3.1	-5.2	-4.9	16.5	1.7	-9.7
O=C(C[n+]1cc(-c2ccccc2)n2c1CCC2)Nc1nc(-c2ccc(F)cc2)cs1	2.4	1.2	-2.56	-0.3	-18.4	-8.3	-34.4	0.7	-14.5
CCOC(=O)C1C(=O)CC(C)(O)C(C(=O)OCC)C1/C=C/c1ccccc1 (centres undefined)	-1.0	-0.5	/	9.1	-8.8	-3.3	11.6	0.8	6.7
Cc1ccc(N(CC(=O)Nc2ccc(C)cc2C)S(=O)(=O)N2CCCC2)cc1	5.0	-1.6	0.00393	8.4	-15.2	3.6	3.1	-1.2	-8.9[20 µM]
COCCCNC(=O)Cn1ncc2ccsc2c1=O	-3.3	1.4	1.29	15.1	-8.4	-8.7	-8.3	0.1	-25.8
Cc1ccccc1COCCN1CCN(S(=O)(=O)c2ccccc2)CCC1=O	-0.3	/	-0.294	3.4	-1.6	-3.2	-4.8	/	-22.1
Cc1nc2ccc(Cl)cc2c(-c2ccccc2F)c1CC(=O)O	33.3	1.3	-0.902	10.8	-21.2	-5.5	20.1	1.0	-4.1
O=C(O)C1CCCCC1C(=O)NCCc1ccc(F)cc1 (centres undefined)	2.1	1.2	0.542	10.6	-12.4	-11.6	-9.8	-0.1	-19.2
Cc1cc(N2CCN(C/C=C/c3ccccc3)CC2)n2ncnc2n1	-1.6	6.6	-1.34	10.6	-8.4	-3.0	-15.9	3.7	-7.9
N=c1c2c(ncn1CCCO)Oc1ccc3ccccc3c1C2c1ccccc1 (centres undefined)	6.8	-0.7	0.286	8.4	-3.2	-2.2	2.9	-1.2	-18.4
COc1ccc(C=O)cc1Cn1c(C)cc(C)c(C#N)c1=O	-2.8	-0.8	0.322	12.3	-11.6	2.3	9.7	0.0	-19.9
O=S(=O)(NCc1ccccc1)c1cccc2nonc12	-5.2	-0.4	0.00492	29.0	-13.0	-5.4	-4.8	-0.2	-10.2[20 µM]
CCC(CCC(=O)Nc1cccc([N+](=O)[O-])c1)C(=O)O (centres undefined)	-10.2	1.1	-1.02	-9.0	-9.6	-6.0	-20.8	0.5	-18.5
COc1ccc(C(c2nnnn2CCc2ccccc2)N2CCN(C3CCCC3)CC2)cc1 (centres undefined)	-2.5	2.8	-0.466	13.3	-2.4	-6.8	29.6	1.7	-21.8
Cc1ccc(C)c(NC(=O)c2nnn(Cc3ccccc3C)c2N)c1	2.5	1.9	-0.579	-5.5	-7.7	1.9	30.9	1.8	-20.2
CNC(=O)c1[nH]cnc1C(=O)N[C@@H](CC(C)C)C(=O)OCc1ccccc1	4.2	4.1	-1.55	7.9	-7.3	-4.0	0.8	1.2	-29.8
O=C1CC(=O)N(Cc2cccs2)C(=O)N1	3.9	0.9	-0.0896	42.5	-21.7	-5.3	1.3	0.4	-2.5[20 µM]
Cc1ccc2cc(CN(Cc3ccco3)C(=S)NCC3CCCO3)c(=O)[nH]c2c1C (centres undefined)	-4.6	1.3	-0.476	3.0	9.4	-4.2	-9.3	-0.3	-23.4
CCn1c2c(c(=N)c3ccccc31)CCC2	-39.6	1.7	0.726	-17.5	-16.5	-6.6	-5.0	0.6	-14.0
CCNC(=S)NS(=O)(=O)c1ccccc1	-3.7	-0.5	0.553	-30.9	-14.6	0.3	2.9	0.1	-18.1
Cc1ccc(NC2=NC(c3ccc(F)cc3)n3c(nc(C)cc3=O)N2)c(C)c1 (centres undefined)	-11.3	0.4	0.899	1.7	-9.7	-3.0	-18.0	-0.1	-16.3
O=C(CSCc1ccc(F)cc1)NCc1ccco1	5.1	-0.6	-0.595	20.2	-5.9	-3.5	-18.6	-0.3	-23.9[20 µM]
Cn1c(=O)c2c(nc(CN3CCN(c4ccccc4F)CC3)n2CCCc2ccccc2)n(C)c1=O	-5.3	0.1	-1.13	/	/	/	/	0.1	-13.3[20 µM]

Screening results deposited in PubChem BioAssay by several laboratories.
